Bioassay records: PubChem BioAssay, National Center for Advancing Translational Sciences (NCATS)
Pf Dd2 growth = qHTS Primary assay for Inhibitors of Plasmodium falciparum Dd2 growth in vitro. hit rate 4.3% among 120,000. Potency, µM (doses to about 28.9 µM), without a hit: at the highest dose activity, negative = inhibition, actives largely listed as inhibitors. P. falciparum Dd2 growth, SYBR Green, 72 h; active = well fitted inhibition curve with a large enough effect; inconclusive = small, poorly fitted or top-dose-only effect; inactive = no such curve, though single readings can be large or run the other way;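 note: plate controls were DMSO vehicle for no effect and reference drug for full effect; nearly all actives have a fitted effect of over 65% in size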
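Readout: SYBR Green fluorescence, 485 nm excitation, 535 nm emission, after ~16 h lysis at 37C. Before that, Dd2-infected red cells (2.5% hematocrit) grew 72 h with compound, 29 uM top final concentration.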
* = called active by the depositor; i = inactive; ? = inconclusive; [ ] = dose if it differs, or a comment. Potency is the fitted concentration of half-maximal effect.

SMILES	Pf Dd2 growth
Cc1nc(-c2ccco2)cc([C@H]2CN3CC[C@H]2C[C@@H]3CNS(C)(=O)=O)n1	i
CCNC(=O)[C@@H]1C[C@@H](NC(=O)CN2CCOCC2)CN1Cc1ccc(C)o1	2%
COc1ccc(CC(=O)N2[C@@H]3CC[C@H]2CC(NC(=O)c2cnc(C)cn2)C3)cc1OC (stereo partly drawn)	14%
COc1ccc(S(=O)(=O)n2nc(-c3ccco3)nc2NCc2ccc(OC)c(OC)c2)cc1	-26%
CN(C)c1cccc(NC(=O)Cc2c[nH]c3ncc(-c4cnn(C)c4)cc23)c1	i
CCCNC(=O)N1CCOC[C@H](Oc2ccccc2)C1	-5%[44.1 µM]
CCC(=O)N1CCC2(CC1)C(OC)C(=O)N2CC1CC1 (stereo not drawn)	?
CC(C)CCNC(=O)c1cnc2n1CCN(Cc1ccc3[nH]ccc3c1)CC2	-21%[44.1 µM]
COc1ccc(-c2cc(N3CCC(NC(=O)c4cc(C)cc(C)c4)C3)n[nH]2)cc1 (stereo not drawn)	i
COc1ccc(NC(=O)c2oc3ccc(S(=O)(=O)N4CCC5(CC4)OCCO5)cc3c2C)cc1Cl	?
CCOC(=O)c1c(C)c(-c2ccccc2)n(CC(=O)NC(CC)Cc2ccccc2)c1C (stereo not drawn)	-25%
CC(C)c1ccc(NC(=O)c2cn(C3CCCC3)c(=O)c3c2c2ccccc2n3C)cc1	?

Rewritten with each value named: 4 of the compounds above
molecule: COc1ccc(CC(=O)N2[C@@H]3CC[C@H]2CC(NC(=O)c2cnc(C)cn2)C3)cc1OC (stereo partly drawn)
  Pf Dd2 growth: 14%

molecule: COc1ccc(-c2cc(N3CCC(NC(=O)c4cc(C)cc(C)c4)C3)n[nH]2)cc1 (stereo not drawn)
  Pf Dd2 growth: i

molecule: CCC(=O)N1CCC2(CC1)C(OC)C(=O)N2CC1CC1 (stereo not drawn)
  Pf Dd2 growth: ?

molecule: CCNC(=O)[C@@H]1C[C@@H](NC(=O)CN2CCOCC2)CN1Cc1ccc(C)o1
  Pf Dd2 growth: 2%

Next section:
SMILES	Pf Dd2 growth
Cc1ccc2oc([C@H]3CCN(Cc4cccc(Cl)c4)C3)nc2c1	-5%[44.1 µM]
O=C(c1ccc(F)cc1)N1CCC2(CC1)CC(N(Cc1ccccc1)C1CC1)CCO2 (stereo not drawn)	-10%
c1ccc(N2CCN(c3cc4c(cn3)CN(Cc3ccncc3)CCN4)CC2)nc1	-1%[44.1 µM]
CN(C)C(=O)C1CN(C(=O)c2ccncc2)CC12CCOCC2 (stereo not drawn)	7%
COc1cc(CN2CCC3(CCNCC3)C2)cc(OC)c1OC	-4%
O=C1[C@@H]2CSC(c3ccc(C(F)(F)F)cc3)N2C(=O)N1c1ccccc1 (stereo partly drawn)	12%
CCO[C@H]1CN(C2CN(S(=O)(=O)c3ccc(C)cc3)C2)C[C@@H]1O	-10%
Cc1ccc(C(=O)N2CCN(C(=O)c3nnn4c3COC(c3ccc(C)cc3)C4)CC2)cc1 (stereo not drawn)	?
COc1cc2ccccc2cc1C(=O)Nc1cccc(-c2nc3cc(C)c(C)cc3o2)c1C	62%[activator]
COc1ccc(Cc2nc3ccccc3n2Cc2ccccc2F)cc1	-2%
CC(C)C(=O)N1CCC(n2c(=O)[nH]c3ccccc32)CC1	-1%[44.1 µM]
Cc1nc(-c2ccccc2)cc([C@H]2CN3CC[C@H]2C[C@@H]3CNS(=O)(=O)Cc2ccccc2)n1	?
O=C1NCc2ccccc2CC12CCCN(Cc1ccc(O)cc1O)C2 (stereo not drawn)	?
CC(c1cccs1)N(C)Cc1cccnc1 (stereo not drawn)	?
Cn1cnc(S(=O)(=O)N2CCC3(CC2)CC(Cc2ccccc2)CCO3)c1 (stereo not drawn)	-14%
COCCOc1ccc2c(n1)CCN(C(=O)c1cccc(C)c1)C2	-35%
O=C(COc1ccc(Cl)cc1)N1C[C@@H](CO)[C@H](c2ccncc2)C1	-19%
COc1ccc(CCNC(=O)CN2C(=O)C(c3ccccc3)=NC2(C)C)cc1OC	5%
O[C@@H]1CC(CNCc2cccnc2)(COc2ccc(C(F)(F)F)cn2)C[C@@H]1O (stereo partly drawn)	-2%
COc1ccc(-c2ccc3c(c2)C(=O)N2CCN(C(=O)COc4ccccc4)C[C@@H]2C(=O)N3)cc1	i
CC(C)CCN1CCOc2cc(C(=O)Nc3ccccc3)ccc2C1	-14%[44.1 µM]
COCCNC(=O)Cn1nc2c(cc1=O)CCCC2	3%
O=C(NCCc1ccccc1Cl)C1CCN(c2nc3ccccc3nc2C(F)(F)F)CC1	47%[activator]
CC(=O)N(C1CCOCC1)C1CCN(C(=O)c2ccccc2)CC1	22%

Single entries from the entries so far:
For Pf Dd2 growth, `COCCNC(=O)Cn1nc2c(cc1=O)CCCC2` reads 3%
For Pf Dd2 growth, `O=C(COc1ccc(Cl)cc1)N1C[C@@H](CO)[C@H](c2ccncc2)C1` reads -19%

In the list so far, 4 contain a Cl atom:
SMILES	Pf Dd2 growth
COc1ccc(NC(=O)c2oc3ccc(S(=O)(=O)N4CCC5(CC4)OCCO5)cc3c2C)cc1Cl	?
Cc1ccc2oc([C@H]3CCN(Cc4cccc(Cl)c4)C3)nc2c1	-5%[44.1 µM]
O=C(COc1ccc(Cl)cc1)N1C[C@@H](CO)[C@H](c2ccncc2)C1	-19%
O=C(NCCc1ccccc1Cl)C1CCN(c2nc3ccccc3nc2C(F)(F)F)CC1	47%[activator]

Later entries
SMILES	Pf Dd2 growth
CCN(CC)Cc1cnc2c(C(=O)NC3CCC3)cnn2c1	-4%
O=C(Cn1cnnn1)N1CCC(c2nccn2Cc2cccnc2)CC1	2%
CCNC(=O)N[C@H]1[C@H](O)[C@H](O)C[C@@H]1C1CCCCC1	-19%[44.1 µM]
COC1CCN(C(=O)Cc2c[nH]c3ncc(-c4ccccc4)cc23)CC1	-23%[44.1 µM]
COCC1CN(C(C)=O)CC12CCN(C(=O)c1cc3ccccc3[nH]1)CC2 (stereo not drawn)	-9%
Cc1ccccc1CNC(=O)C1CCN(c2nn3cc(-c4ccc(F)cc4)nc3s2)CC1	28%
CN(C)Cc1nnc(C2CCCN(C(=O)c3cnn4ccccc34)C2)n1C (stereo not drawn)	4%
CCCNC(=O)OC[C@H]1C[C@@H]2CCN1C[C@@H]2c1cc(-c2ccccc2OC)nn1C	?
CCNC(=O)C1C(c2cccc(NC(=O)c3ccc(OC)cc3)c2)OC(=O)N1Cc1ccc(C)cc1 (stereo not drawn)	i
C[C@H](O)c1onc(-c2ccccc2)c1C(=O)NC(C)(C)C	3%[44.1 µM]
Cc1ccccc1Oc1c(CCC(=O)NCC2CCCO2)c(C)nn1-c1ccc(F)cc1 (stereo not drawn)	-11%
Cc1noc2c(NCCCn3ccnc3)cc(-c3ccc(Cl)cc3)nc12	4.5µM*

Next section; the last two above are carried over.
SMILES	Pf Dd2 growth
Cc1ccccc1Oc1c(CCC(=O)NCC2CCCO2)c(C)nn1-c1ccc(F)cc1 (stereo not drawn)	-11%
Cc1noc2c(NCCCn3ccnc3)cc(-c3ccc(Cl)cc3)nc12	4.5µM*
CC1(c2ccccc2)N(Cc2ncccn2)C(=O)OC12CCN(C(=O)Cc1ccc3c(c1)OCO3)CC2 (stereo not drawn)	?
COC[C@]1(O)CCN(C(=O)CSCc2ccccc2C)CC1(C)C	-9%
CC(=O)N1CCc2ccc(C(=O)NC3CCCCCC3)cc21	i
COc1cc(C)ccc1OCC(=O)c1ccc2c(c1)N(CCCC(=O)N1CCOCC1)C(=O)CO2	i
COc1cc2c(cc1OCC1CC1)NC(=O)C21CCN(C(=O)C2CCC2)CC1	-11%[44.1 µM]
Cc1ccc(-n2c(SCC(=O)NCc3ccc(F)cc3)nc3c([nH]c4ccccc43)c2=O)cc1	i
Cc1ccc(C(=O)N2CCCCCCN(C)C(=O)[C@@H]3CCC[C@@H]32)s1	-14%
O=C(c1ccccc1)N1Cc2ccccc2CC2(CCCN2Cc2cccnc2)C1 (stereo not drawn)	?
Cc1nc(-c2ccc(Cl)cc2)sc1CCNC(=O)C(=O)Nc1ccccc1C#N	i
O=C(O)C1=NOC2CN(C(=O)c3cccc(Cl)c3)CC12 (stereo not drawn)	-3%
CN(C)[C@@H]1[C@@H](NC(=O)c2ccc(N3CC(=O)NC3=O)cc2)[C@H]2CCO[C@H]21	-2%
O=C1N[C@@H]2CCN(C(=O)C3CCCCC3)[C@@H]2C(=O)N1c1ccc(Oc2ccccc2)cc1	-15%[44.1 µM]
Cc1cc(C)n(Cc2ccc(C(=O)NCCc3noc(-c4cccnc4)n3)o2)n1	i
O=C1CCCCC(CNC(=O)C2CCCC2)N1 (stereo not drawn)	11%
COc1ccc(N2CC(C(=O)N3CCC(C(=O)NC4CC4)C3)NC2=O)cc1 (stereo not drawn)	?
O=C(CCC1CCCC1)Nc1ccc(-c2nnc3n2CCCC3)cc1	-21%
Cc1cc(C)c(CNC(=O)c2nc(-c3ccccc3C#N)cc3c2ccn3C(C)C)c(=O)[nH]1	i
CCOC(=O)c1cccc(NC(=O)N2CC[C@@H](CC(=O)NC3CC3)[C@@H](CC)C2)c1	i
CCNC(=O)c1c(C)oc2ncn(C)c(=O)c12	19%
O[C@@H]1CN(Cc2ccc(-n3cccn3)cc2)CC[C@H]1c1ccc(F)cc1	3.5µM*
CC(C)S(=O)(=O)N1CCC(N2CC(OCC3CC3)C23CCCCC3)CC1 (stereo not drawn)	?
O=C(Nc1nccs1)c1ccc2c(c1)OCCN(c1ccccc1)C2	10µM*
COc1cccc(CN2CCC[C@@H](O)[C@H](NC(=O)c3ccc(OCc4ccccc4)cc3)C2)c1	?
COc1ccc(-c2cc(N3CCC(NC(=O)c4cc(Cl)ccc4F)CC3)n[nH]2)cc1	?
O=C(Nc1cccc(Cl)c1)c1cnc[nH]1	4%
COc1cc2c(cc1OCc1ccccc1)N(C(=O)c1cc3ccccc3[nH]1)CC21CCN(C)CC1	?
COc1cccc(NC(=O)C2CCCN2S(=O)(=O)c2ccc3c(c2)C(C)(C)C(=O)N3C)c1 (stereo not drawn)	?
CCC(C)NC(=O)CSCc1nc(-c2ccc(C)cc2)oc1C (stereo not drawn)	-18%
c1ccc(-c2noc(-c3cncnc3Nc3ccc4c(c3)OCCO4)n2)cc1	i
Cc1nnc(CNC(=O)C2CCC(=O)N(CCN3CCOCC3)C2)o1 (stereo not drawn)	-5%
COc1cccc(CN2Cc3nc(Oc4ccccc4)ccc3OCC2=O)c1	i
COc1ccc(-c2nc(C(C)C)nc3c2CCN(C(=O)c2ccc(C(F)(F)F)cc2)CC3)cc1	?
COC(=O)c1cc2n(n1)CCN(C(=O)CCc1cccc(OC)c1)C2	-14%
CCOc1cc(=O)n2c(c1C(=O)Nc1ccccc1OC)CCCC2	6%
Cc1ccsc1C(=O)NC1CCc2nn(CC3CC3)c(=O)n2CC1 (stereo not drawn)	23%
CCc1ccc(NC(=O)CN2CCSc3ccc(S(=O)(=O)N4CCCC4)cc32)cc1	?
CCOc1ccc(NC(=O)C2CCCN(c3cn[nH]c(=O)c3)C2)cc1 (stereo not drawn)	-8%
CC(C)NC(=O)N1CCC[C@@H](O)[C@H](NC(=O)c2ccc(OCC(N)=O)cc2)C1	-1%[44.1 µM]
O=C(COc1ccc(F)cc1)N1CC2CC(C1)[C@H]1CCCC(=O)N1C2 (stereo partly drawn)	-13%
O=C(COc1ccccc1F)OCc1cc(=O)n2nc(C3CC3)sc2n1	-3%
CC(C)C1C(=O)Nc2ccc(S(=O)(=O)NCCc3ccc(Cl)cc3)cc21 (stereo not drawn)	?
COCCCNC(=O)c1[nH]c2ccccc2c1Sc1ccc(C)cc1	26%
CCN(CC)C[C@H]1CN2CC[C@H]1C[C@@H]2CNC(=O)Nc1cccc(SC)c1	?
CC1(C)C(=O)Nc2ccc(S(=O)(=O)N3CCC(c4noc(-c5ccccc5)n4)C3)cc21 (stereo not drawn)	29%[5.79 µM]
COc1ccc([C@@H](NC(=O)c2cc3ncccn3n2)C2CC(O)C2)cn1 (stereo partly drawn)	-23%
CN1Cc2ncnc(NCC3CCCCC3)c2CN(c2ccccc2)C1=O	-12%
COc1ccc(NC(=O)c2cc3nc(-c4ccc(Cl)c(Cl)c4)cc(C(F)(F)F)n3n2)c(OC)c1	30%
Cc1cc(C)cc(Nc2nnc(-n3nc(C)cc3C)c3ccccc23)c1	-25%
Cc1cn2c(=O)cc(CN3CC[C@@](C)(O)[C@@H](O)C3)nc2s1	-9%
COCCOc1cc(C)c2c(c1C)C[C@H](C(C)C(=O)NC(C)(C)C)CC2 (stereo partly drawn)	-5%[44.1 µM]
Cc1ccc(NC(=O)CSc2n[nH]c(-c3ccc(F)cc3)n2)cc1F	i
COc1ccc(NC(=O)Cn2ncc3c(C)n(Cc4cccc(Cl)c4)c(C)c3c2=O)cc1	8%
Cc1nocc1C(=O)N1C[C@@H](COCC2CC2)[C@H](c2ccccn2)C1	13%
CCOc1cccc(CNC(=O)c2noc(-c3ccc(F)cc3)n2)c1	31%[activator]
Cc1ccc(C)c(Cn2nc(C)n3c(cc4cc(C)ccc43)c2=O)c1	i
Cc1ccc(OCC(=O)N2CCC(Cc3nc(-c4ccccc4)no3)CC2)cc1	i
O=C1CN(C(=O)c2cccc(-n3cnnc3)c2)CCN1Cc1cccc(F)c1	-12%
O=C(NCC(c1ccc(Cl)cc1)N1CCCCC1)c1ccc(F)cc1 (stereo not drawn)	-13%
CN(C(=O)c1csc(Cc2ccccc2)n1)C1CCCN(CCc2ccccc2)C1 (stereo not drawn)	?
CN1CCCN(C[C@@H]2CN(C(=O)c3cccn3C3CC3)C[C@@H]2CO)CC1	-4%
CC(C)CN(Cc1nnc2cc(-c3nc(-c4ccccc4)no3)ccn12)CC(C)C	-22%
Cc1ccc(-c2nnc(C3CN(C(=O)c4ccsc4)CC34CCOCC4)o2)cc1 (stereo not drawn)	i
CC(C)CCC(=O)N1CC(c2nnc(-c3ccncc3)o2)C2(CCOCC2)C1 (stereo not drawn)	i

A portion of the library (hit frequency here may not be typical).
